Vif inh: blocks HIV Vif function. inhibition, % at 7.49 µM. HEK293T cells, Vif self-association by quenched fluorescence, imaging, 24 h. actives 0.35% (n = 340,000); in the data active = inhibition above about 50%, passing the limit was not always enough; inconclusive = no clear call, values can overlap the other calls; inactive = below about 31%; note: some results filed as inactive read as strong as hits
CaV13 FRET inh: Primary screen for inhibitors of IQ motif and Ca2+-dependent inactivation inhibitor domain binding in CACNA1D, Förster resonance energy transfer in living cells, …; HEK cells, CFP/YFP FRET ICDI-IQ, plate reader, 10 min; percent FRET-ratio fall versus neutral wells; inhibition, % at 12.3 µM; actives 0.098% (n = 340,000);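 active = mean replicate inhibition of at least 30% and at least 1% of replicates passing that level; inconclusive = only one of the two criteria is met; inactive = neither criterion is met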;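 note: 0% = median of the neutral control wells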
aDG glyco act: increases alpha dystroglycan glycosylation | activation, % at 10 µM | actives 0.22% (n = 360,000) | AID 624168 | Pro5-aDG cells, alpha-DG glycosylation AlphaScreen (IIH6); 0% Pro5, 100% B10-LARGE cell signal;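 active = activation of at least 8% versus controls, or a plate z-score of at least 8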;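 note: Pro5 are CHO cells carrying HIG-tagged alpha-DG that lacks glycosylation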
MC4R antagonist: blocks human MC4R cAMP signaling; MC4R-expressing cells, MTII-stimulated cAMP, LANCE TR-FRET; actives 0.48% (n = 360,000); inhibition, % at 6.5 µM; P32245;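 active = inhibition above its plate's cutoff, the mean of tested wells on that plate plus 3 SD, cut at about 29% in these data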;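 note: 0% = Melanotan II alone and 100% = Melanotan II plus saturating MCL0020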
Target sequence (P32245 whole entry, looked up): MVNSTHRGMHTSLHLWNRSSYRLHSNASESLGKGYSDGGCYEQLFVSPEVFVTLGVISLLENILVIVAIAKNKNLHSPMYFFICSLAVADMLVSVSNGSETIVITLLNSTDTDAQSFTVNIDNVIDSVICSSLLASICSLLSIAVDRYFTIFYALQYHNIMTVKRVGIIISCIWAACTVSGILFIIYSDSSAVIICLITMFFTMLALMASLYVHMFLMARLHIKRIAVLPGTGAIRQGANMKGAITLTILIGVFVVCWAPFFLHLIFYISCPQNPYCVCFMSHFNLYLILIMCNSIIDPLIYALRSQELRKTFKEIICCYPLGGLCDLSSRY
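Assay system: U2OS cells stably expressing human melanocortin 4 receptor (MC4R) / Dosing: 6.5 µM / Timing: compound 30 min, challenge 1 h, detection 1 h / Measured by: Eu-cAMP/anti-cAMP TR-FRET, emission 671 nm / Replicates: singlicate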
m5-HT2A agonist: mouse HTR2A agonism via beta-arrestin recruitment; CHO-K1 mHTR2A beta-arrestin complementation, luminescence; percent of 30 µM serotonin response; activation, % at 7.6 µM; actives 0.66% (n = 360,000); AID 624169;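 active = activation above a run cutoff, the mean activation of all tested compounds plus 3 SD, cut at about 14% in these data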;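 note: 0% = plate median of compound wells and 100% = 30 µM serotonin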
ABCB6 inh 2: human ABCB6 transporter inhibition | K562-ABCB6 porphyrin accumulation, flow cytometry, 1 h; active compounds read low | fluorescence ratio to DMSO, % at 10 µM | actives 0.19% (n = 360,000);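 active = fluorescence ratio to DMSO below 75%, the collection mean minus 3 SD; inconclusive = too few cells collected in the well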;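 note: signal is porphyrin accumulated inside mitochondria; 100% equals median channel fluorescence of DMSO control wells; lower ratio means ABCB6 inhibition with less porphyrin fluorescence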
MC4R barr agon: agonists of human melanocortin 4 receptor (MC4R) beta-arrestin. P32245. actives 0.98% (n = 360,000). AID 540308. activation, % at 8.9 µM. U2OS MC4R beta-arrestin complementation, luminescence; percent of melanotan II response, DMSO zero;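 active = activation above a per-plate cutoff, the mean activation of sample wells on that plate plus 3 SD, cut at about 8% in these data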
PDI inh: PDI (human) enzyme inhibition; P07237; PDI insulin aggregation turbidity, A650, 90 min; inhibition, % at 10 µM; actives 0.052% (n = 350,000);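 active = mean inhibition across replicates of 30% or more, whatever share of single replicates reach that level; inconclusive = mean inhibition below 30% while every single replicate reaches 30%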;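 note: absorbance from insulin aggregation driven by PDI reduction with DTT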
N-glyco inh: blocks N-linked glycosylation in D54 reporter cells | D54 ERlucT glycosylation luciferase reporter, 24 h; percent of 100 nM tunicamycin response | reporter increase, % at 12.5 µM | actives 0.23% (n = 360,000) | AID 588692;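 active = mean luciferase reporter signal, scaled so untreated is 0 and the glycosylation-blocking control 100, at or above a set limit in every replicate; inconclusive = mean reaches the limit but not every replicate does; inactive = mean below the limit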;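 note: luciferase carries N-glycosylation sites so blocking glycosylation raises the light; 0% = median of neutral control wells and 100% = median of 100 nM tunicamycin wells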
H9c2 protect: myocardial damage modulation in H9c2 cells; H9c2 cardiomyocytes, H2O2 injury protection, ATPLite, 2 h; protection from H2O2 cell death, % at 20 µM; actives 0.63% (n = 360,000);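 active = compounds giving at least 50% protection of heart cells from peroxide-induced death in the single-dose screen, raw or plate-pattern-corrected value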;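 note: 0% = DMSO wells with peroxide and 100% = DMSO wells without peroxide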
Starred values were filed as active, the others as inactive; ? = inconclusive; / = not tested or not shown.

The line under a structure holds: Vif inh, CaV13 FRET inh, aDG glyco act, MC4R antagonist, m5-HT2A agonist, ABCB6 inh 2, MC4R barr agon, PDI inh, N-glyco inh, H9c2 protect
[1] COc1cc(NC(=O)CCC(=O)O)nc(OC)n1
→ 11, -6, 0.0, 4, -4, 104, -1.7, -11, 2, 1
[2] COc1ccc(OCCSc2nc3nc(C)cc(C)n3n2)cc1
→ 8, -6, -0.3, -5, -4, 98, -0.8, -3, 0, 4
[3] COc1ccc([C@H]2C[C@H](O)[C@@H](n3cc(-c4ccc(F)cc4)nn3)CN2C(=O)c2cccs2)cc1
→ -3, -9, 0.3, -5, 5, 100, -0.9, 11, 1, 4
[4] COc1cc(NC(=O)CNC(=O)Cn2c(C)cc3ccccc3c2=O)cc(OC)c1OC
→ -7, -5, 3.3*, 6, 7, 98, -1.9, -1, 0, -4
[5] C[C@H](CO)N1C[C@H](C)[C@@H](CN(C)S(=O)(=O)c2cn(C)cn2)Oc2c(NS(=O)(=O)c3ccccc3)cccc2C1=O
→ 4, -3, 0.2, 3, -1, 98, -0.9, 4, 0, 0
[6] CCOC(=O)c1ccc(NC(=O)CCc2nc(-c3ccc(Cl)cc3)no2)cc1
→ /, -4, 0.6, 5, 0, 92, 1.9, -6, -4, -25
[7] O=C(O)c1ccccc1SC1CC(=O)N(c2ccc3c(c2)OCO3)C1=O (stereo not drawn)
→ -2, -7, -0.1, 20, -1, 99, 0.9, -12, -2, 6
[8] CSc1ccccc1NC(=O)COc1ccc(S(=O)(=O)N2CCCC2)cc1
→ -1, -4, -0.1, 4, 1, 100, -1.8, -4, -1, 6
[9] Nc1ccc2c(c1Cl)C(=O)c1ccc(N)c(Cl)c1C2=O
→ -2, -5, 0.0, 3, -3, 95, -3.4, 1, 1, 3
[10] O=C1CCC(=O)N1c1ccc(S(=O)(=O)Nc2ccc(Br)cc2)cc1
→ 14, -3, -0.1, -5, 8, 95, 0.6, 2, -1, -4
[11] COc1ccc(C(C(=O)NCc2ccccc2)N(C(=O)c2snc(C(N)=O)c2N)c2ccccc2OC)cc1OC (stereo not drawn)
→ 3, -2, 0.1, 4, 4, 89, 0.1, -56, 2, -1
[12] CN1CCN(S(=O)(=O)c2ccc(N3CCN(C(=O)c4ccccc4)CC3)nc2)CC1
→ 10, -7, -0.2, 6, 5, 93, -0.5, 4, -2, -4
[13] Nc1cccc(N=[N+]([O-])c2cccc(N)c2)c1
→ -3, -9, -0.2, 7, -4, 103, -2.4, -1, 2, -10
[14] COc1cc(C(=O)COC(=O)Cc2cnc3sccn23)cc(OC)c1OC
→ 2, /, -0.1, 5, -1, 95, -2.0, -6, 2, 15
[15] Cc1cccc(CN2CCC(n3nccc3NC(=O)CCCc3ccccc3)CC2)c1
→ -1, -5, 0.0, 0, -6, 101, -1.6, -2, -2, -1
[16] COc1cc2[nH]c(=O)n(CCC(=O)N3CCN(Cc4ccccc4)CC3)c(=O)c2cc1OC
→ 3, -14, 0.0, 9, -4, 92, -0.8, -7, 2, 13
[17] Cc1nnc(SCc2cc(=O)oc3cc(O)ccc23)n1Cc1ccccc1
→ 1, -5, -0.3, 3, -3, 103, -0.7, ?, 0, 46
[18] COCCCn1c(SC(C)C(=O)Nc2c(C)n(C)n(-c3ccccc3)c2=O)n[nH]c1=O (stereo not drawn)
→ -3, -6, -0.3, 4, -3, 97, -3.6, -3, 0, -3
[19] COc1ccccc1CN1C(=O)[C@H]2Cc3c([nH]c4ccccc34)C(C)(C)N2C1=O
→ -4, -14, -0.4, 16, 3, 102, 3.0, 6, -3, 12
[20] Cc1[nH]c(C)c(S(=O)(=O)N2CCN(c3cccc(Cl)c3)CC2)c1C(=O)N1CCCCC1
→ 13, -5, -0.3, 7, -7, 98, -2.2, 2, -8, 0
[21] O=C(NCc1ccc(-c2nc3ccccc3s2)cc1)c1ccc(Br)o1
→ -2, -16, 0.2, 3, -3, 94, 1.8, -6, -9, -6
[22] O=C(CN1C(=O)c2ccccc2S1(=O)=O)NCCc1ccccc1
→ -2, -6, 0.0, -2, 5, 95, -0.5, 6, -1, 3
[23] CC(C)(C)N(Cc1ccccc1)C(=O)COC(=O)C1=NN(c2ccccc2)C(=O)CC1
→ -4, -6, -0.1, -5, 8, 96, -3.0, 2, 2, 2
[24] COc1cc(NC(=O)c2ccc(S(=O)(=O)N(C)c3ccccc3)cc2)cc(OC)c1
→ -18, /, -0.1, 13, -1, 97, 1.4, 6, -1, 8
[25] CCOC(=O)/C=C1\SCC(=O)N1Cc1ccc(Br)cc1
→ -4, -4, 0.1, -7, -3, 92, 0.1, 3, -4, -9
[26] Oc1ccccc1CN1CCC(C(O)(c2ccccc2)c2ccccc2)CC1
→ 6, -2, 0.0, 3, -6, 98, 0.0, 10, -5, -3

Gathered by group: those above with a halogen
The line under a structure holds: Vif inh, CaV13 FRET inh, aDG glyco act, MC4R antagonist, m5-HT2A agonist, ABCB6 inh 2, MC4R barr agon, PDI inh, N-glyco inh, H9c2 protect
[3] COc1ccc([C@H]2C[C@H](O)[C@@H](n3cc(-c4ccc(F)cc4)nn3)CN2C(=O)c2cccs2)cc1
→ -3, -9, 0.3, -5, 5, 100, -0.9, 11, 1, 4
[6] CCOC(=O)c1ccc(NC(=O)CCc2nc(-c3ccc(Cl)cc3)no2)cc1
→ /, -4, 0.6, 5, 0, 92, 1.9, -6, -4, -25
[9] Nc1ccc2c(c1Cl)C(=O)c1ccc(N)c(Cl)c1C2=O
→ -2, -5, 0.0, 3, -3, 95, -3.4, 1, 1, 3
[10] O=C1CCC(=O)N1c1ccc(S(=O)(=O)Nc2ccc(Br)cc2)cc1
→ 14, -3, -0.1, -5, 8, 95, 0.6, 2, -1, -4
[20] Cc1[nH]c(C)c(S(=O)(=O)N2CCN(c3cccc(Cl)c3)CC2)c1C(=O)N1CCCCC1
→ 13, -5, -0.3, 7, -7, 98, -2.2, 2, -8, 0
[21] O=C(NCc1ccc(-c2nc3ccccc3s2)cc1)c1ccc(Br)o1
→ -2, -16, 0.2, 3, -3, 94, 1.8, -6, -9, -6
[25] CCOC(=O)/C=C1\SCC(=O)N1Cc1ccc(Br)cc1
→ -4, -4, 0.1, -7, -3, 92, 0.1, 3, -4, -9

Screening results: PubChem, several laboratories
